# IL1B secr inh = blocks inflammasome-driven IL-1 beta release | THP-1 LPS/ATP IL-1B secretion, AlphaLISA, 16 h; active compounds read low | activity change, % at 57.5 µM | 360,000 tested, 4.7% active; in the data active means activity change below about -50%; inconclusive means mostly about -30% to -49%; further: on the % scale 0 is the no-effect control and ±100 the full control effect
#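 Secreted IL-1B measured by AlphaLISA bead assay after 16 h compound exposure of THP-1 cells; compounds (final up to 57.5 uM) added 1 h before LPS (250 ng/mL) and ATP (1.25 mM) stimulation; lower signal means less secretion.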
# KB-V1 cytotox = kills drug-selected multidrug resistant KB-V1 cells; AID 1347076; 400,000 tested, 3.4% active; Potency, µM (doses to about 46.1 µM), inactives show at the top dose activity change, negative = cytotoxicity, most hits filed as cytotoxic; KB-V1 MDR cells viability, CellTiter-Glo, 72 h; further: potency means the concentration at half of the fitted maximal effect; on the % scale 0 is the no-effect control and ±100 the full control effect; nearly all actives have a fitted effect of over 60% in size
#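 In this primary screen, KB-V1 cells overexpressing P-gp are incubated with library compounds (lowest to highest concentration) for 72 h at 37 degrees C before a luminescent ATP viability read.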
# ATXN2 expr inh = inhibitors of ATXN2 expression | HEK-293 ATXN2-luciferase reporter, luminescence, 24 h | Potency, µM (doses to about 57 µM), without a hit: top-dose activity change, negative = inhibition, actives largely listed as inhibitors | 360,000 tested, 0.72% active; further: potency means the concentration at half of the fitted maximal effect; on the % scale 0 is the no-effect control and ±100 the full control effect; nearly all actives have a fitted effect of over 55% in size
#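 qHTS (up to 57 uM final) was run with 24 h compound exposure of reporter cells at 37 °C. Each well was multiplexed: SteadyGlo luminescence measured ATXN2-luciferase expression after a fluorogenic Gly-Phe-AFC viability readout (25 uM final).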
# HT1080 IDH1KD tx = kills HT-1080 cells with IDH1 knockdown; HT-1080 IDH1 knockdown viability, ATP luminescence, 48 h; Potency, µM (titrated, usually from 46.1 µM), for inactives: at the top dose activity, negative = toxicity, actives largely listed as cytotoxic; 360,000 tested, 2% active; AID 686971;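 further: potency means the concentration at half of the fitted maximal effect; 0% = DMSO wells and -100% = cell-free medium wells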
#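 IDH1KD HT-1080 cells, 750/well, RPMI + 5% FBS; compound pinned after 2 h settling; 48 h, 37 °C; CellTiter-Glo luminescence; % activity normalised to DMSO and no-cell wells; curves fitted, classed by r2 and efficacy.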
# MCF10A rereplic = induces DNA re-replication in MCF 10a normal breast cells; MCF 10A DNA re-replication, Hoechst nuclear intensity, 48 h; Potency, µM (titrated, usually from 46.1 µM), inactives show at the highest dose activity, positive = re-replication, most hits filed as activators; 350,000 tested, 2.9% active; AID 624296; further: potency means the concentration at half of the fitted maximal effect; % of control where 0% means no effect; nearly all actives have a fitted effect of over 50% in size
# HT1080NT lethal = kills 2HG-producing HT-1080-NT fibrosarcoma cells; HT-1080-NT fibrosarcoma viability, CellTiter-Glo ATP luminescence, 48 h; 360,000 tested, 1.6% active; Potency, µM (titrated, usually from 46.1 µM), for inactives: top-dose activity, negative = less viability, most hits filed as cytotoxic;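 further: NT is the 2HG producing partner of a matched IDH1 knockdown line; potency means the concentration at half of the fitted maximal effect; 0% = DMSO-treated cells and -100% = media-only wells without cells; nearly all actives have a fitted effect of over 55% in size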
#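 Compounds were tested in concentration-response format on HT-1080-NT cells for 48 hours at 37 degrees C. Cell viability came from CellTiter-Glo luminescence; curves were classified by r2, response magnitude and activity.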
# ATXN viability = cell viability loss in ATXN counter-screen. S2 cells (HEK-293 line with an ATXN2-luciferase reporter) viability, CellTiter-Fluor protease fluorescence, 24 h. Potency, µM (titrated, usually from 56.7 µM), actives largely listed as cytotoxic. 400,000 tested, 0.49% active. AID 651635; further: potency means the concentration at half of the fitted maximal effect; nearly all actives have a fitted effect of over 40% in size
# KB-3-1 tox = KB-3-1 parental cell cytotoxicity; KB-3-1 viability, CellTiter-Glo ATP luminescence, 72 h; Potency, µM (series often up to 46.1 µM), for the others: top-dose activity change, negative = cytotoxic, actives largely listed as cytotoxic; 400,000 tested, 1.4% active; further: potency means the concentration at half of the fitted maximal effect; on the % scale 0 is the no-effect control and ±100 the full control effect; nearly all actives have a fitted effect of over 60% in size
#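 Luminescent ATP read-out (CellTiter-Glo) measures survival of drug-naive KB-3-1 cells after 72 h compound exposure at 37 °C. Titration series was screened from lowest to highest concentration, with DMSO vehicle plates as background controls.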
# SW480 rereplic = inducers of DNA re-replication in SW480 colon cancer cells; SW480 DNA re-replication, Hoechst DNA content imaging, 48 h; Potency, µM (highest dose often 46.1 µM), without a hit: at the top dose re-replication activation, usual class: activators; 340,000 tested, 1.8% active; AID 624297; further: potency means the concentration at half of the fitted maximal effect; % of control where 0% means no effect; nearly all actives have a fitted effect of over 55% in size
#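 250 cells/well; 23 nL cpd via pin tool; 48 hr, 37 C, 5% CO2; Hoechst 40 min; imager read of total nuclear intensity, ex 405/em 500-530 nm.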
# Starred values were filed as active, the others as inactive; i = inactive; ? = inconclusive; . = not tested or not shown; [ ] = another dose, or the depositor's remark. Unless noted, the call rests on the fitted dose curve; in most records, active means well fitted curve in the direction sought with a large enough effect; inconclusive means small, poorly fitted or top-dose-only effect, or another doubt; inactive means no such curve, though single readings can be large; an effect the other way counts as inactive or inconclusive. Compounds as they come; about 11% have a hit in one of these screens.
SMILES,IL1B secr inh,KB-V1 cytotox,ATXN2 expr inh,HT1080 IDH1KD tx,MCF10A rereplic,HT1080NT lethal,ATXN viability,KB-3-1 tox,SW480 rereplic
Clc1ccc(-c2nc3ccccc3[nH]2)cn1,20,-14%,20%,-4%,3%,-2%,i,-2%,3%
COc1cc(/C=C2/S/C(=N/S(=O)(=O)c3ccccc3)NC2=O)c([N+](=O)[O-])cc1OC,7,6%,-5%,-12%,?,-2%,?,17%,-8%
Cc1ccc(C(C)C)c(OCc2ccc(C(=O)N/N=C/c3ccc(O)cc3O)cc2)c1,51,?,10µM*,2.9µM*,?,6.5µM*,?,0%,?
Cc1ccc(NS(=O)(=O)c2ccc3c(c2)[C@H]2C=CC[C@H]2[C@@H](c2ccc(F)cc2)N3)cc1C,.,-2%,-19%,.,.,.,i,-18%,.
O=C(NCC1(O)CCCCC1)C1CCC(=O)N(Cc2cccc(C(F)(F)F)c2)C1 (stereo not drawn),-1,.,1%,5%,4%,4%,?,.,4%
O=c1cc(CN2CCN(c3ccccc3O)CC2)nc2sccn12,4,29%,-22%,-4%,0%,-2%,i,0%,-5%
O=C(CN1CCN(c2ccccn2)CC1)Nc1ccc(Cl)c(C(F)(F)F)c1,-9,?,-11%,-12%[9.24 µM],13%,1%,i,-2%,0%
COc1ccccc1C1/C(=C(/O)c2ccc(C)cc2)C(=O)C(=O)N1CCN1CCOCC1 (stereo not drawn),31,5%,-5%,3%,-5%,10%,i,2%,-11%
COc1cccc(C2NC(=O)c3n[nH]c(-c4cccs4)c32)c1 (stereo not drawn),.,-10%,1%,.,.,.,i,-12%,.
CC(=O)OCC#CCSc1nnc(-c2cccc(Br)c2)o1,.,-2%,12%,.,.,.,i,14%,.
COc1cccc(NC(=O)Cc2cccs2)c1,-12,?,15%,9%,-2%,12%,i,5%,0%
Cc1cccc(CN2CCN(C3CN(C4CCCCC4)S(=O)(=O)C3)CC2)c1 (stereo not drawn),-2,0%,-35%,?,.,-10%,i,?,.
CCOC(=O)c1c(N)n(-c2ccc(N)cc2)c2nc3ccccc3nc12,-4,2%,0%,-3%,-7%,0%,i,4%,-325%[inhibitor]
CC1CCN(CCNC(=O)C2CCCN(S(=O)(=O)c3cccc4nonc34)C2)CC1 (stereo not drawn),-4,-6%,58%[activator],-2%,?,-3%,i,-7%,?
CC(=O)N1CCC(=NNC(=O)CSc2cc(C)c(Br)cc2C)CC1,i,-9%,-11%,2%,1%,-3%,i,?,11%
COc1ccc(CNC(=O)CCC(=O)Nc2nnc(C(F)(F)F)s2)cc1,15,-11%,-4%,8%,7%,16%,i,-2%,-5%
Cc1ccccc1C(=O)N1CCC(C(=O)Nc2nccs2)CC1,28,-11%,14%[11.3 µM],7%,-2%,17%,i,1%,?
Cc1cc(CNC(=O)c2ccc3nc(Cc4ccccc4F)oc3c2)nn1C,-14,1%,57%[activator],13%,1%,13%,i,?,-25%
C=CCNc1oc(-c2cccc(F)c2)nc1C#N,.,0%,?,.,-55%[inhibitor],.,?,0%,-1%
O=C(CSC1=NS(=O)(=O)c2ccccc2N1)NCCc1ccccc1,10,?,-2%,6%,-1%,3%,i,10%,1%
CCc1ccc2[nH]c(=O)c(C(c3nnnn3Cc3ccco3)N3CCC(C)CC3)cc2c1 (stereo not drawn),-9,?,-15%,-6%,-182%[0.0737 µM],0%,i,?,0%
O=C(Cc1c(F)cccc1Cl)Nc1ccccc1C(=O)N1CCCCC1,6,?,13%,4%,1%,6%,i,4%,-6%
O=C(NCC1CCCN1S(=O)(=O)c1cccs1)c1ccc(Cl)cc1 (stereo not drawn),6,?,-35%,-5%,13%,-13%,i,-20%,-16%
FC(F)(F)c1cccc(-c2cc3nc(NC4CCCCC4)ccn3n2)c1,-23,-26%,?,?,.,?,?,?,.
Cc1cc(NC(=O)c2cc(-c3ccccn3)nc3ccccc23)no1,5,4%,1%,-1%[9.24 µM],17%,-4%,i,7%,5%

# Carrying on.
SMILES,IL1B secr inh,KB-V1 cytotox,ATXN2 expr inh,HT1080 IDH1KD tx,MCF10A rereplic,HT1080NT lethal,ATXN viability,KB-3-1 tox,SW480 rereplic
Cn1c(=NC(=O)CCS(=O)(=O)c2ccccc2)sc2cc(F)ccc21,11,-13%,7%,-1%,1%,3%,?,-6%,?
CC1(C)CC(=O)C(/C=N/c2ncccc2C(=O)O)=C(O)C1,41,15%,.,-5%,-2%,-1%,.,-1%,3%
Cc1ccc(CN2C(=O)CSC2c2ccc(F)cc2)cc1 (stereo not drawn),18,-9%,.,5%,10%,-8%,i,3%,-34%
CC(C)CN(C(=O)c1ccc(N2CCCC2=O)cc1)C1CCS(=O)(=O)C1 (stereo not drawn),2,28%,-4%,6%,-2%,1%,i,21%,-56%[inhibitor]
Cc1ccc(SCC(=O)N2CC(C)OC(C)C2)cc1 (stereo not drawn),0,9%,12%,16%,4%,5%,i,-6%,-8%
C/C(=N\NC(=O)c1cccs1)c1ccncc1,10,11%,-5%,-2%,-2%,5%,i,23%,-3%
Cc1cc2c(cc1S(=O)(=O)NCc1ccccc1)n(C)c(=O)c(=O)n2C,0,13%,0%,1%,13%,-8%,i,-26%,-4%
O=C(OCc1nnc(-c2ccccc2)o1)c1ccc(Cl)cc1,-14,1%,5%,-1%,0%,-2%,i,10%,-17%
CC1CN(C(=O)c2cc3cc(Cl)ccc3[nH]2)CC(C)O1 (stereo not drawn),-7,-30%,.,0%,0%,-2%,i,0%,?
O=C(O)CCC(=O)NNC(=O)COc1ccc(Cl)cc1Cl,-4,11%,-22%,29%,-4%,1%,i,-4%,-5%
CCN(CC(=O)Nc1ccc2c(c1)OCCO2)C(=O)c1ccc(Cl)cc1Cl,-11,?,39%[activator],-3%,11%,-3%,i,17%,0%
O=C(N/N=C/c1ccc(O)cc1)c1cc(C23CC4CC(CC(C4)C2)C3)[nH]n1,-2,11%,-25%,-10%,?,-4%,i,2%,-18%
O=c1cc(-c2ccc([N+](=O)[O-])cc2)nc2cc(-c3ccc(F)cc3)[nH]n12,13,13%,-2%,3%,-2%,1%,i,14%,-1%
CCCCNC(=O)CC1N=C2c3ccccc3N=C(SCC(=O)NCc3ccccc3Cl)N2C1=O (stereo not drawn),.,6%,6%,.,.,.,?,-3%,.
CC(=O)C1=C(O)C(=O)N(CCN(C)C)C1c1ccc(Cl)cc1 (stereo not drawn),9,-3%,0%,2%,-4%,8%,i,5%,1%
O=C(NCCSc1ccc(Cl)cc1)c1ccc(CN2CCOCC2)cc1,-13,?,-25%,-1%,?,-12%,i,-16%,-5%
O=C(O)c1ccccc1-c1nc2ccccc2[nH]1,0,3%,23%,-3%,1%,-20%,i,-29%,-32%[inhibitor]
COc1ccccc1-c1ccc2c(c1)C(C)(Cc1ccccc1C#N)C(=O)N2 (stereo not drawn),-28,?,?,-17%,.,-27%,i,-15%,.
CCS(=O)(=O)NC(C)C(c1cccs1)N1CCN(c2ccc(OC)cc2)CC1 (stereo not drawn),2,4%,-4%,15%,2%,-4%,i,-11%,-9%
CCN(CC)c1nc2ccccc2nc1C(=O)Nc1ccc(C(C)=O)cc1,.,-10%,-17%,.,.,.,?,11%,.
CCc1ccc(N(C2C=CS(=O)(=O)C2)S(=O)(=O)c2ccc(C)cc2)cc1 (stereo not drawn),?,-6%,6%,-1%,-2%,-2%,i,-3%,5%
C=CCn1cc(C(C)=O)c(=O)[nH]c1=O,8,24%,9%,2%,0%,20%,?,-3%,14%
Cc1cccc(C)c1Nc1c(-c2ccsc2)nc2ncccn12,4,12µM*,-3%,?,5%,-13%,i,0%,12%
C/C=C(\C)C(=O)Nc1cccc(C2=NOC3(C2)C[C@H](C(N)=O)N(C(=O)c2cc([N+](=O)[O-])cc([N+](=O)[O-])c2)C3)c1 (stereo partly drawn),6,1%,13%,4%,-38%[inhibitor],6%,i,0%,-11%
COC(=O)C1CC23C=CCN4CCC5(c6ccccc6NC15C2C)C43 (stereo not drawn),38,?,9%,0.73µM*,?,0.58µM*,?,1µM*,0.92µM*

# Other entries
SMILES,IL1B secr inh,KB-V1 cytotox,ATXN2 expr inh,HT1080 IDH1KD tx,MCF10A rereplic,HT1080NT lethal,ATXN viability,KB-3-1 tox,SW480 rereplic
COc1cccc(CN(CCC(=O)O)Cc2cccc(OC)c2)c1,16,-20%,.,-14%,.,1%,i,-11%,.
COc1ccc(C2=NN(C(C)=O)C(c3cccs3)C2)cc1OC (stereo not drawn),-15,0%,33%,-10%,13%,18%,i,16%,-10%
O=C1CN(S(=O)(=O)c2ccccc2)CC(=O)N1CCc1ccccc1,10,12%,1%,1%,3%,2%,i,2%,-2%
COc1ccc(/C=N/N(CCC(=O)NC(C)(C)C)C2=NS(=O)(=O)c3ccccc32)cc1,-1,0%,-1%,3%,-1%,-2%,i,0%,7%
CC(C)N1CCN(Cc2cccc(-c3ccco3)c2)CC1CCO (stereo not drawn),13,-7%,-19%,-17%,18%,-24%,?,-6%,-4%
CC(=O)N(Cc1cc2cc(C)ccc2[nH]c1=O)c1cccc(C)c1C,?,1%,-50%,9%,1%,17%,?,10%,-20%
N#CC1=C(C=Nc2ccccc2O)CCC1,-7,0%,3%,-10%,-1%,0%,i,13%,-11%

# Looked up one by one from above, four records:
SMILES,IL1B secr inh,KB-V1 cytotox,ATXN2 expr inh,HT1080 IDH1KD tx,MCF10A rereplic,HT1080NT lethal,ATXN viability,KB-3-1 tox,SW480 rereplic
N#CC1=C(C=Nc2ccccc2O)CCC1,-7,0%,3%,-10%,-1%,0%,i,13%,-11%
CC(C)N1CCN(Cc2cccc(-c3ccco3)c2)CC1CCO (stereo not drawn),13,-7%,-19%,-17%,18%,-24%,?,-6%,-4%
COc1cccc(CN(CCC(=O)O)Cc2cccc(OC)c2)c1,16,-20%,.,-14%,.,1%,i,-11%,.
COc1ccc(C2=NN(C(C)=O)C(c3cccs3)C2)cc1OC (stereo not drawn),-15,0%,33%,-10%,13%,18%,i,16%,-10%

# Source: PubChem
